TbPYK inhibitor = T. brucei pyruvate kinase inhibition. 410,000 compounds, 0.12% hits. Potency, µM (titrated, usually from 76.8 µM), for inactives: top-dose activity, negative = inhibition, hits mostly inhibitors. TbPYK enzyme, Kinase-Glo Plus ATP luminescence, 45 min. AID 624173. Q57TT1; note: potency is the fitted concentration of half-maximal effect; nearly all actives have a fitted effect of over 50% in size
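Activity of T. brucei pyruvate kinase was followed by Kinase-Glo Plus luminescence after the enzyme reacted 45 min at room temperature with 130 uM ADP (final) and substrate. Test compounds were added before ADP at multiple concentrations.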
LmPK inhibitor = inhibitors of Leishmania mexicana pyruvate kinase; Q27686; purified LmPK, Kinase-Glo ATP luminescence, 1 h; Potency, µM (highest dose often 57.5 µM), for inactives: at the highest dose activity change, negative = inhibition, actives largely listed as inhibitors; 290,000 compounds, 0.37% hits; AID 1721; note: potency is the fitted concentration of half-maximal effect
Target sequence (Q27686 whole entry, looked up): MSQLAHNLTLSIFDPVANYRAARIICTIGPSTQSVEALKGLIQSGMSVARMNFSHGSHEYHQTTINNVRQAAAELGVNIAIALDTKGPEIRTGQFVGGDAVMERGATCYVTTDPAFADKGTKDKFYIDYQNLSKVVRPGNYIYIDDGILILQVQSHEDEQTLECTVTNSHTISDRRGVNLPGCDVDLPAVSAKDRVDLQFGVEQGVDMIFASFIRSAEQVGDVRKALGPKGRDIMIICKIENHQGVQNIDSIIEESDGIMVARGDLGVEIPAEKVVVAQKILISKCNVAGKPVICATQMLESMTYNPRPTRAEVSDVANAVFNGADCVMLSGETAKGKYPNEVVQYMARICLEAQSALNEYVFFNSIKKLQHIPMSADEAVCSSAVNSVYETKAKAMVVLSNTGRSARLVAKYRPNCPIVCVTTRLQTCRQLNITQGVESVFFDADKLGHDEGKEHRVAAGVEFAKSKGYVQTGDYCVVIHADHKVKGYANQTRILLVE
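0.1 nM LmPK, 0.5 mM PEP, 0.1 mM ADP; 50 mM imidazole pH 7.2, 7 mM MgCl2, 50 mM KCl; 1 h RT. Kinase-Glo luminescence readout, normalized to no-enzyme (full inhibition) and uninhibited wells.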
AMA1 RON2 block = inhibitors of Plasmodium falciparum AMA1-RON2 interaction; 360,000 compounds, 0.2% hits; AlphaScreen AMA1-biotinylated RON2 peptide binding; AID 720542; Potency, µM (top dose mostly 58.2 µM), inactives show top-dose activity change, negative = inhibition, hits mostly inhibitors;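 note: potency is the fitted concentration of half-maximal effect; 0% = vehicle wells and -100% = peptide control; nearly all actives have a fitted effect of over 45% in size; some results filed as inactive show a strong effect at the top dose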
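AMA1 (3D7) with his tag at 25 nM final met compounds first, then biotinylated RON2 peptide at 25 nM; detection used donor plus acceptor beads, 10 µg/mL apiece, read by AlphaScreen after 30 min at room temperature.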
AmpC inh detg = blocks E. coli AmpC beta-lactamase in detergent assay | P00811 | AmpC hydrolysis of nitrocefin, absorbance 480 nm, 0.01% Triton | Potency, µM (top dose mostly 114 µM), for inactives: at the highest dose activity change, negative = inhibition, most hits filed as inhibitors | 370,000 compounds, 0.041% hits | AID 485294;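 note: potency is the fitted concentration of half-maximal effect; 0% = no-compound wells and -100% = no-enzyme wells; nearly all actives have a fitted effect of over 25% in size; some results filed as inactive show a strong effect at the top dose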
Target sequence (P00811 whole entry, looked up): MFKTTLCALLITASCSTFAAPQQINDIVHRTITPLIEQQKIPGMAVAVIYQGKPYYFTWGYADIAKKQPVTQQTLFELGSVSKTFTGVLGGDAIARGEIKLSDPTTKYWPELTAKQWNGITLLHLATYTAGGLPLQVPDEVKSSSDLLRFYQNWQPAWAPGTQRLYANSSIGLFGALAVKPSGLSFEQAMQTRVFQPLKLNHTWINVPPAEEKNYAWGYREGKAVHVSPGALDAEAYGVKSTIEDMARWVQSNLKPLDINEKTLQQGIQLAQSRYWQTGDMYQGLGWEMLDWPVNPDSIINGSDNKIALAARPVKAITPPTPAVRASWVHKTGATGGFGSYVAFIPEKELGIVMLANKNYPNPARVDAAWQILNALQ
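20 mM phosphate pH 7.0 + 0.01% (detergent screen) or 0.0001% Triton X-100; 5.3 nM AmpC reagent; cpd preinc 15 min RT; nitrocefin (800 uM stock) to start; A480 q20 s × 4 min; Activity was normalised to no-enzyme and no-compound control wells.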
AmpC inh no detg = blocks E. coli AmpC beta-lactamase in detergent-free assay; P00811; AmpC nitrocefin hydrolysis, absorbance 480 nm, 0.0001% Triton; Potency, µM (series often up to 57.1 µM), for the others: top-dose activity change, negative = inhibition, actives largely listed as inhibitors; 330,000 compounds, 0.52% hits; AID 485341;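 note: potency is the fitted concentration of half-maximal effect; plate controls were no compound for no effect and no enzyme for full effect; nearly all actives have a fitted effect of over 20% in size; some results filed as inactive show a strong effect at the top dose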
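AmpC (5.3 nM in the dispensed reagent) in 20 mM phosphate pH 7.0 with 0.01% (detergent screen) or 0.0001% Triton X-100 was preincubated with compounds for 15 min at room temperature. Nitrocefin was then added from an 800 uM solution, and hydrolysis was followed at 480 nm.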
Sm TGR inh = inhibitors of Schistosoma mansoni thioredoxin glutathione reductase; 360,000 compounds, 3% hits; purified TGR, DTNB reduction, TNB absorbance 405 nm; Potency, µM (titrated, usually from 114 µM), for the others: at the highest dose activity change, negative = inhibition, usual class: inhibitors; Q962Y6; AID 485364; note: potency is the fitted concentration of half-maximal effect; nearly all actives have a fitted effect of over 60% in size
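First, TGR (20 nM dispensed) and NADPH were mixed with compound. Second, a 15 min room-temperature incubation followed. Third, further NADPH and then DTNB were added to start the reaction. Finally, TNB absorbance was monitored kinetically.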
HCMV inh = inhibitors of human cytomegalovirus; HFF cells, HCMV-luciferase reporter, 72 h; hits give low values; 410,000 compounds, 4.5% hits; activity change, negative = inhibition, % at 57.5 µM; in the data active = activity change below about -60%; inconclusive = no clear call, values can overlap the other calls; inactive = above about -39%
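Luciferase read-out from HCMV-luciferase-infected HFFs (MOI 1 PFU/cell) 72 h post infection at 37C; compounds added after 16 h cell attachment; activity normalized between buffer-only basal and Salinomycin (10uM) inhibitor controls.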
Active calls of the source: *; ? = inconclusive; · = not tested or not shown; & = joins results of further samples; [ ] = dose if it differs, or a comment. Unless noted, calls come from the whole dose curve; as a rule, active = well fitted curve in the direction sought with a large enough effect; inconclusive = small, poorly fitted or top-dose-only effect, or another doubt; inactive = no such curve, though single readings can be large; an effect the other way counts as inactive or inconclusive. Unless noted, % is set by controls: 0 for no effect and ±100 for the full control effect.

Structure | TbPYK inhibitor | LmPK inhibitor | AMA1 RON2 block | AmpC inh detg | AmpC inh no detg | Sm TGR inh | HCMV inh
Cc1nc(-c2ccccc2)sc1C(=O)CSc1ccc(Br)cc1 | 6% | 7% | 17% | 5% | -5% | -9% | 22
Cc1ccc(CN2C(=O)CCC2C(=O)NCCN(CC(C)C)CC(C)C)cc1 (centres undefined) | 3% | 3% | 9% | 3% | 36% | ? | -18
COc1ccccc1N1CCN(C(=O)c2cn(-c3ccccc3)nc2-c2cccnc2)CC1 | -21% | 3% | -8% | ? | 123%[activator] | -32% | -24
CC(NC(=O)COC(=O)/C=C/c1cccc(C(F)(F)F)c1)c1ccccc1 (centres undefined) | 1% | 2% | 37%[activator] | 4% | -46% | -2% | 29
N/C(Cc1ccc([N+](=O)[O-])cc1)=N\OC(=O)COc1cccc2ccccc12 | 3% | 5% | -5% | 5% | -28% | 10% | 14
COc1ccc(C(=O)O/N=C(\N)c2ccc(Br)cc2)cc1 | -12% | 0% | 0% | -1% | 6% | 3% | 41
CCCCCn1c(SCC(=O)c2ccccc2)nc2cc(C(=O)NCC3CCCO3)ccc2c1=O (centres undefined) | 5% | · | -15% | · | · | · | -20
CCN1CCN(c2ccc(NC(=O)CCc3c(C)nc4c(-c5ccccc5)c(C)nn4c3C)cc2)CC1 | -4% | 6% | -12% | ? | 57% | -15% | ?
O=c1cc(CSc2ccc(Cl)cc2)nc2nc[nH]n12 | -4% | 3% | -1% | ? | -14% | ? | -8
Cc1cccc(C)c1NC(=O)NC1(C(=O)N2CCCC2)CCCCC1 | -4% | -1% | 3% | -2% | -5% | 7% | -5
CCCCSc1nc2c(cnn2-c2ccc(Cl)cc2)c(=O)[nH]1 | -2% | -1% | -4% | -12% | -7% | 0% | -18
COCCN(C(=O)CCC(=O)Nc1nccs1)C(C(=O)NC(C)(C)C)c1ccc(Cl)cc1 (centres undefined) | -1% | 3% | -11% | 0% | 29% | -1% | -6
O=C(Cn1cc(C(F)(F)F)ccc1=O)NCc1ccc(F)cc1 | 5% | -1% | -3% | -5% | -1% | 0% | 44
O=C(Nc1cc(S(=O)(=O)N2CCCCC2)ccc1Cl)c1ccccc1NS(=O)(=O)c1ccc(F)cc1 | -5% | 3% | 2% | -7% | -41% | -11% | ·
CCc1ccc(/C=N\NC(=O)c2ccc(Br)o2)s1 | 5% | -12% | 34%[activator] | -12% | -25% | 1% | -5
COc1cccc2cc(C(=O)NCCc3c[nH]c4ccccc34)c(=O)oc12 | -5% | 2% | 11% | -4% | -4% | · | 5
COc1cc(CNc2nnnn2C)ccc1OCc1ccc(F)cc1Cl | -15% | 4% | -8% | 6% | 48% | 0% | -26
CC1=C(C(=O)Nc2ccccc2)C(c2coc3ccccc3c2=O)C2=C(CCCC2=O)N1 (centres undefined) | 5% | -5% | 17% | ? | -27% | -4% | -36
Cc1ccccc1CN1c2ccccc2-c2nc(SCC(=O)NCCc3ccccc3)ncc2S1(=O)=O | 0% | · | · | -7% | · | -3% | 0
Cc1cc(OCC(=O)Nc2ccc(C(=O)OC3CCCCC3)cc2)cc(C)c1Cl | 5% | · | · | -4% | · | 0% | -15
O=C(OCc1ccccc1)N1CCOCCN(C(=O)OCc2ccccc2)CCOCC1 | 2% | -1% | 15% | 1% | 12% | 14% | 2
O=S(=O)(c1cccc(Cl)c1)c1nnn2c1nc(NC1CCCCCC1)c1sccc12 | -3% | · | · | 12% | · | 5% | ?
COC1=C(c2ccccc2)C(=O)c2ccccc2C1=O | -18% | -5% | -29% | 6% | -5% | -32% | -28
O=C(Nc1cccnc1)C1OCCc2ccccc21 (centres undefined) | -13% | -1% | 7% | -15% | -17% | 3% | -7
COC(=O)C1=C(C)N(Cc2ccccc2)C(=NCCCCO)N[C@H]1c1cccc(C(F)(F)F)c1 | -14% | -6% | -3% | ? | 87%&14%[activator] | 1% | 13
CCN(CC)Cc1c(O)ccc2c1O/C(=C\C=C\c1ccccc1)C2=O | 1% | 2% | -1% | 10% | 115%[activator] | ? | ?
Cc1cccc(C)c1N=C1NN=C(c2ccccc2F)CS1 | -22% | 0% | 49%[activator] | -2% | -28% | -7% | 0
CC(=O)c1ccc(OCC(=O)OCC(=O)c2ccc(S(=O)(=O)N3CCCCC3)cc2)cc1 | -1% | · | 13% | · | · | · | -4
CCCn1c(=O)c(C(=O)Nc2ccccc2N)c(O)c2ccccc21 | 6% | · | 135%[activator] | · | · | · | 18
COc1ccccc1C(=O)NCC(=O)NC(C)CCc1ccccc1 (centres undefined) | -7% | ? | -11% | 7% | -17% | -18% | -13
Cc1ccc(N(C(=O)CNC(=O)c2ccco2)C(C(=O)NCC2CCCO2)c2ccccc2)cc1 (centres undefined) | -3% | 1% | -2% | ? | 67%[activator] | 0% | 18
Cc1ccccc1CC(=O)Nc1ccc(S(=O)(=O)N2CCN(C)CC2)cc1 | 4% | -7% | -4% | 4% | 34% | 5% | 36
O=C(CCN1C(=O)c2ccccc2S1(=O)=O)NCc1ccco1 | 1% | -12% | 0% | 2% | -8% | 50%[activator] | -16
O=C(CNC(=O)c1ccc(Cl)cc1)OCCN1C(=O)c2ccccc2C1=O | 1% | · | -4% | -21% | -4% | 0% | 0
O=C(COc1ccc(=O)n(-c2ccccc2)n1)Nc1ccccc1 | 2% | 3% | 10% | ? | -1% | 1% | 22
COc1cc(NC(=O)NCC2CCN(Cc3ccccc3C)CC2)cc(OC)c1OC | 0% | -3% | -5% | -6% | -9% | 1% | 31
COC(=O)C1=C(C(=O)OC)[C@@H]2N(Cc3ccccc3)c3ccccc3[C@@]23C[C@@H](C(=O)OC)N(C(=O)CC(C)C)C3=N1 | 2% | -9%[11.5 µM] | -20% | -2% | 61%[activator] | 21% | -25
CCC(C)[C@H](NC(=O)Nc1ccc(S(N)(=O)=O)cc1)C(=O)O (some centres undefined) | -6% | 4% | 17% | ? | -4% | 1% | 26
O=C(Cc1cccc(C(F)(F)F)c1)OCC(=O)N1CCN(S(=O)(=O)c2ccc(Cl)cc2)CC1 | 0% | · | -1% | -5% | 95%[activator] | -11% | 0
COc1ccc2c(CC(=O)N[C@@H](Cc3c[nH]c4ccccc34)C(=O)O)cc(=O)oc2c1 | 7% | 6% | -5% | 4% | -21% | -13% | -17
O=C(COC(=O)c1ccc(F)cc1F)c1ccc[nH]1 | -1% | · | -1% | -14% | -16% | -8% | ?
CS(=O)(=O)c1ccccc1-c1nc(-c2cc(C(F)(F)F)cc(C(F)(F)F)c2)no1 | -1% | -1% | 34%[activator] | ? | -26% | 2% | -36
CCCCOc1cc(C)nc(NCc2ccccc2)n1 | -9% | 5% | 30%[activator] | -5% | 26% | 0% | -21
CNC(=O)C[C@@H]1C(=O)N(c2ccc(Br)cc2)CC1(C)C | 1% | · | 1% | · | · | · | 17
COc1cccc(-n2c(SCC(=O)NC(C)(C)C)nnc2-c2ccoc2C)c1 | 2% | 0% | 6% | ? | 36% | -3% | -21
CCOc1ccc(NC(=O)CN(C)C(=O)c2ccc(N3CCCCC3)c([N+](=O)[O-])c2)cc1OCC | -1% | · | -23% | ? | 105%[activator] | 1% | -25
Cc1ccccc1NC(=O)c1cc(S(=O)(=O)N2CCOCC2)cn1C | 4% | -3% | -12% | -11% | -9% | 5% | 27
COc1ccc(C(O)Cn2ccsc2=NC(C)=O)cc1 (centres undefined) | 9% | -6% | -4% | -3% | -6% | 3% | 21
Cc1ccc(NC(=O)CN2CCCC2)cc1Br | 4% | -5% | -3% | ? | -7% | -22% | 10
Cc1ccsc1C(=O)Nc1cc(C(C)(C)C)nn1-c1ccccc1 | 0% | 8% | 7% | -7% | -5% | -6% | -110*
CC(C)(C)OC(=O)N1CCC(C(=O)Nc2cccc(C(=O)N3CCOCC3)c2)CC1 | -6% | · | -3% | · | 4% | · | -16
N#Cc1nc(-c2cccs2)oc1NCc1ccccc1Cl | -5% | 7% | -7% | 9% | 12% | 72% | -23
Nc1c(C(=O)Nc2ccc(Cl)c(Cl)c2)sc2nc(-c3cccnc3)ccc12 | · | 2% | · | ? | -14% | -6% | -7
Cc1ccc(C)c(NC(=O)COC(=O)c2ccc[n+]([O-])c2)c1 | -2% | · | 12% | · | -6% | · | -23
CCCCCSc1nc(O)cc(=O)[nH]1 | -8% | 3% | -8% | -2% | -18% | 2% | 45
CC(C)C[C@H]1CNC(=S)N1C[C@H]1CCCN1C[C@H](Cc1ccccc1)N1C[C@H](Cc2ccc(O)cc2)N(CCc2ccccc2)C1=S | 0% | · | 4% | · | · | · | ?

Further results follow:
Structure | TbPYK inhibitor | LmPK inhibitor | AMA1 RON2 block | AmpC inh detg | AmpC inh no detg | Sm TGR inh | HCMV inh
Cc1cccc(Cn2cnc3c(NS(C)(=O)=O)c(C)c(C)cc32)c1 | -3% | 8% | 30% | 0% | 22% | -27% | 30
COc1cc2c(=O)c(C(=O)c3ccc(C)c(C)c3)cn(Cc3ccccc3)c2cc1OC | 4% | · | · | -15% | · | -9% | -23
CCOC(=O)c1cccc(NC(=O)C(C)n2c(C)c3cnn(-c4ccccc4)c(=O)c3c2C)c1 (centres undefined) | 0% | · | · | -11% | · | -13% | -29
O=C(CN1C(=O)c2ccccc2S1(=O)=O)c1ccc(F)c(F)c1 | 2% | -7% | 14% | 6% | -19% | 0% | ?
COc1ccc(-n2nc3c(N4CCC(C(=O)NCc5ccccc5)CC4)nnc(C)c3c2C)cc1 | -3% | -2% | 2% | -2% | 39% | -2% | 34
COc1cc2ncnc(NCCc3ccccc3)c2cc1OC | -12% | 1% | -9% | 3% | -10% | · | ?

Quoted from the listing:
AmpC inh detg result of `Cc1cccc(Cn2cnc3c(NS(C)(=O)=O)c(C)c(C)cc32)c1` is entered as 0%
LmPK inhibitor result of `COc1ccc(-n2nc3c(N4CCC(C(=O)NCc5ccccc5)CC4)nnc(C)c3c2C)cc1` is entered as -2%
